Screens as filed in PubChem.
APE1 inh: inhibitors of human APE1 endonuclease. P27695. recombinant APE1, TAMRA/BHQ-2 abasic DNA cleavage fluorescence. Potency, µM (doses to about 65.8 µM), for the others: top-dose activity change, negative = inhibition, most hits filed as inhibitors. actives 0.35% (n = 350,000). AID 2517;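 also: potency is read from the fitted curve at half-maximal effect; plate controls were vehicle for no effect and reference inhibitor for full effect; nearly all actives have a fitted effect of over 55% in size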
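Measures dequenching upon AP-site incision of a 5'-TAMRA/3'-BHQ-2 THF-containing duplex, 50 nM; human APE1 0.75 nM after 15 min room-temperature exposure to compound; kinetic three-point read at one-minute spacing.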
Anesthetic bind: binds horse apoferritin like a general anesthetic; actives 0.074% (n = 350,000); apoferritin/1-aminoanthracene competitive binding, fluorescence; P02791; Potency, µM (top dose mostly 77.5 µM), for the others: at the top dose activity change, negative = displacement, hits mostly inhibitors; also: potency is read from the fitted curve at half-maximal effect; % is scaled to controls: 0 for no effect and ±100 for the full control effect; nearly all actives have a fitted effect of over 20% in size
Target sequence (P02791 2-175 limits assumed): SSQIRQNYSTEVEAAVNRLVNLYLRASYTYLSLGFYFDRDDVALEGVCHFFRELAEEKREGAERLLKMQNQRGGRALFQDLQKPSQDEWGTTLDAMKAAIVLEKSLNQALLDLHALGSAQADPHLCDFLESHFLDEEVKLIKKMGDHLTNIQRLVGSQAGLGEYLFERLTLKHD
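Read-out: endpoint 1-AMA fluorescence, excitation 380 nm and emission 535 nm, after compounds sit 10 min at room temperature with 10 uM horse-spleen apoferritin in 50% saturated 1-AMA/PBS. Values come from four-parameter Hill fits.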
POLI inh: DNA polymerase iota (human) inhibition; Pol iota fluorescent replication assay, 10 min; AID 588590; Potency, µM (highest dose often 115 µM), for the others: at the top dose activity, negative = inhibition, hits mostly inhibitors; Q9UNA4; actives 1% (n = 390,000); also: potency is read from the fitted curve at half-maximal effect
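Fluorescent replication assay read twice, at 0 min and 10 min after adding 50 nM (final) substrate. Enzyme (10 nM) and compounds were first incubated 15 min at room temperature; enzyme-free buffer wells were negative controls.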
POLB inh: DNA polymerase beta (human) inhibition; P06746; Pol beta primer extension/strand displacement, fluorescence kinetic; Potency, µM (titrated, usually from 114 µM), without a hit: at the highest dose activity change, negative = inhibition, most hits filed as inhibitors; actives 1.3% (n = 340,000); also: potency is read from the fitted curve at half-maximal effect; % is scaled to controls: 0 for no effect and ±100 for the full control effect
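Pol beta (10 nM) and compounds were preincubated 15 min at room temperature, then 50 nM substrate (final) started primer extension/strand displacement. Reads were taken at 0 and 10 min; concentration-response data were fitted to a four-parameter Hill equation.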
POLK inh: DNA polymerase kappa (human) inhibition; Q9UBT6; Potency, µM (top dose mostly 107 µM), without a hit: at the top dose activity, negative = inhibition, hits mostly inhibitors; purified Pol kappa, fluorescent DNA synthesis assay, 10 min; actives 0.53% (n = 400,000); also: potency is read from the fitted curve at half-maximal effect; % is scaled to controls: 0 for no effect and ±100 for the full control effect
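Enzyme at 10 nM met test compounds for 15 min at room temperature. Substrate addition (50 nM final) began the reaction, which was monitored by fluorescence at 0 and 10 min.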
12-LOX inh: blocks human arachidonate 12S-lipoxygenase. P18054. purified 12hLO, xylenol orange hydroperoxide absorbance. Potency, µM (series often up to 108 µM), for the others: at the highest dose activity change, negative = inhibition, most hits filed as inhibitors. actives 1.1% (n = 580,000). AID 1671190; also: potency is read from the fitted curve at half-maximal effect; % is scaled to controls: 0 for no effect and ±100 for the full control effect
Target sequence (P18054 whole entry, looked up): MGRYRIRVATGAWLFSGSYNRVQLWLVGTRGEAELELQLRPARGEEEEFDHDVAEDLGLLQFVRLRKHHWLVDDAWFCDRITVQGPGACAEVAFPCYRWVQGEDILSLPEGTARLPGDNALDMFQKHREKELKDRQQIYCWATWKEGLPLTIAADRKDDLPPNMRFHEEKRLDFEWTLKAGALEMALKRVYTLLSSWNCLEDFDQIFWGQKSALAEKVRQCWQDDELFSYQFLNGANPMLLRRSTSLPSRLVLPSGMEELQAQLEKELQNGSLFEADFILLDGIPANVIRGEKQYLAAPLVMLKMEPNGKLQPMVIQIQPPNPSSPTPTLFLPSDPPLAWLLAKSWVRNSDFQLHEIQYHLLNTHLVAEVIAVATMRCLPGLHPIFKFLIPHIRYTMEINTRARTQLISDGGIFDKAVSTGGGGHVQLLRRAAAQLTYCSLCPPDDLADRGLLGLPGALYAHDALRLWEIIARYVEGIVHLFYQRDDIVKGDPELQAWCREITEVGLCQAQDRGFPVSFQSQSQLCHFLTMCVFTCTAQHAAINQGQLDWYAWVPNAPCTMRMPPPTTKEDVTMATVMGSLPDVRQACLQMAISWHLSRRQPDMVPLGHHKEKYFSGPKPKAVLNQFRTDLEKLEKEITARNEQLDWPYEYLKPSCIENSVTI
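Purified human 12hLO (150 nM final) in 25 mM Hepes, 0.01% Triton X-100, pH 7.0 was preincubated 15 min at room temperature with compound. Then 40 uM arachidonic acid was added, 30 min. Hydroperoxide was read by Fe-XO absorbance ratio 573/405 nm.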
ERG-DNA inh: inhibitors of human ERG Ets domain-DNA interaction. P11308. fluorescence polarization, His-ERG Ets domain / labelled DNA. Potency, µM (top dose mostly 76.9 µM), for the others: at the highest dose FP activity, negative = inhibition, hits mostly inhibitors. actives 0.028% (n = 370,000); active = well fitted inhibition curve with a large enough effect in the polarisation, with a control signal flat; inconclusive = small, poorly fitted or top-dose-only effect, or effect the other way, or a change in a side signal; inactive = no such curve, though single readings can be large or run the other way; the % refers to the polarisation;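 also: polarization taken with two DNA probes labelled with fluorescein and Texas red; potency is read from the fitted curve at half-maximal effect; % of control where 0% means no effect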
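His-tagged ERG Ets domain (1 uM in the protein solution; 300mM KCl, 50mM Tris-HCl, 1mM EDTA, 1mM DTT, pH 7.5) received compound, then a probe mix of 5 nM fluorescein-DNA and 100nM Texas-615-DNA. Fluorescence polarization was read for both dyes.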
TRHR ag: agonists of human TRH receptor. TRHR cells, calcium flux fluo-8, FDSS agonist mode. actives 0.18% (n = 360,000). P34981. activation, % at 2 µM. AID 493084; in the data active = activation above about 30%; also: 0% is about no effect
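Agonist-mode FDSS calcium read (Ex 480/Em 530, 1 s cycles) in 1536-well TRHR cells with fluo-8 dye, after 10-cycle baseline and 23 nL compound addition; TRH at EC20 (10 nM final) added afterwards for the enhancer phase.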
BLM helicase inh: inhibitors of human Bloom syndrome helicase BLM; P54132; recombinant BLM DNA unwinding, fluorescence dequenching; Potency, µM (highest dose often 56.1 µM), inactives show at the highest dose activity change, negative = inhibition, most hits filed as inhibitors; actives 0.2% (n = 350,000);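 also: potency is read from the fitted curve at half-maximal effect; plate controls were vehicle for no effect and no enzyme for full effect; nearly all actives have a fitted effect of over 35% in size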
* marks the source's active call; other numbers are inactive results; u = inconclusive; x = no result given; [ ] = remark or other dose. Unless noted, calls follow the shape of the dose curve; as a rule, active = well fitted curve in the direction sought with a large enough effect; inconclusive = small, poorly fitted or top-dose-only effect, or another doubt; inactive = no such curve, though single readings can be large; an effect the other way counts as inactive or inconclusive. This is a subset, so the mix of outcomes need not match the whole.

item	smiles	APE1 inh	Anesthetic bind	POLI inh	POLB inh	POLK inh	12-LOX inh	ERG-DNA inh	TRHR ag	BLM helicase inh
1	CCN(c1ccccc1)S(=O)(=O)c1ccc(C(=O)NNC(=O)c2ccccc2F)cc1	20%	x	13%	x	6%	247%[activator]	-8%	-0.9	x
2	COc1ccc2c(CC(=O)Nc3ccc(N4CCOCC4)cc3)coc2c1	-6%	-20%	26%	-20%	-2%	-9%	-8%	-3.8	-5%
3	Cc1ccc(S(=O)(=O)N2Cc3ccccc3CC2C(=O)Nc2ccc3c(c2)OCO3)cc1 (centres undefined)	u	-20%	u	22µM*	50µM*	31%	2%	-0.3	-24%
4	CC1=C(C(=O)OCc2ccccc2)C(c2cccc(Cl)c2Cl)NC(=O)N1CCCCCC(=O)O (centres undefined)	39%	-5%	13%	0%	-3%	u	-4%	-0.1	-1%
5	CC(=O)Nc1ccc(OS(=O)(=O)c2c(C)cc(C)cc2C)cc1	-6%	-12%	-17%	4%	4%	-22%	-6%	0.8	-11%
6	C[C@H](CO)N1C[C@H](C)[C@@H](CN(C)S(=O)(=O)c2cccs2)Oc2c(NC(=O)C3CC3)cccc2C1=O	20%	x	16%	x	3%	3%	2%	x	x
7	CCOC(=O)c1c(C)nc(C)c(C(=O)OCC)c1-c1cccc(N)c1	3%	-7%	62%[activator]	7%	9%	-9%	-1%	-1.0	-1%
8	Cc1occc1C(=O)Nc1ccc(OCc2ccccc2)cc1	-1%	u	64%[activator]	19%	1%	7%	7%	0.2	-6%
9	Cc1cc(NC(=O)COC(=O)CCNS(=O)(=O)c2c(Cl)cccc2Cl)no1	0%	-13%	47%[activator]	1%	6%	-7%	6%	-0.7	0%
10	Cc1ccc2c(=O)c(C(=O)c3ccc(F)cc3)cn(CC(=O)NC3CCCCC3)c2n1	x	2%	-17%	-12%	4%	-7%	-1%	-1.2	-5%

POLK inh, entries above that show a hit
item	smiles	APE1 inh	Anesthetic bind	POLI inh	POLB inh	POLK inh	12-LOX inh	ERG-DNA inh	TRHR ag	BLM helicase inh
3	Cc1ccc(S(=O)(=O)N2Cc3ccccc3CC2C(=O)Nc2ccc3c(c2)OCO3)cc1 (centres undefined)	u	-20%	u	22µM*	50µM*	31%	2%	-0.3	-24%

(further entries)
item	smiles	APE1 inh	Anesthetic bind	POLI inh	POLB inh	POLK inh	12-LOX inh	ERG-DNA inh	TRHR ag	BLM helicase inh
11	COCCNC(=O)NC12CC3(C)CC(C)(CC(C)(C3)C1)C2	11%	1%	39%	1%	-4%	10%	-1%	0.8	-3%
12	c1ccc(COc2cccc(CN3CCN(c4ccccn4)CC3)c2)cc1	1%	106%[activator]	-12%[58.9 µM]	1%	-15%	u	5%	-0.1	4%
13	Cc1cc(NC(=O)c2ccc3c(c2)OCCO3)ccc1NC(=O)c1cc2ccccc2o1	-1%	17%	-7%	-9%	-9%	0%	10%	0.0	-2%
14	COc1cccc(-c2ccc3c(N)c(C(=O)Nc4ccc(Cl)cc4F)sc3n2)c1	x	11%	-1%	19%	-2%	-25%	-2%	2.0	-6%
15	Cc1ccc[n+](-c2nc3ccccc3nc2[N-]S(=O)(=O)c2ccccc2)c1	0%	-10%	40%[activator]	1%	10%	-24%	7%	0.1	0%
16	N#Cc1cccc(NC(=O)C2CCN(c3cnccn3)CC2)c1	x	55%[activator]	17%	-2%	-16%	5%	0%	-2.5	-1%
17	CC(C)Cc1ccccc1S(N)(=O)=O	20%	-16%	4%	6%	4%	1%	-27%	0.3	-2%
18	N/C(CC(=O)Nc1cc(C(F)(F)F)ccc1Cl)=N\O	4%	-2%	8%	3%	1%	-13%	-7%	0.4	-4%
19	Oc1ccccc1C1=NCCNC(C(F)(F)C(F)F)=C1	0%	-6%	7%	7%	-20%	-8%[57.4 µM]	-5%	0.1	0%
20	Cc1ccc(C)c(OCC(=O)Nc2ccccc2C(=O)NC2CC2)c1	-3%	-7%	25%	13%	10%	-2%	-13%	0.7	-4%

More compounds.
item	smiles	APE1 inh	Anesthetic bind	POLI inh	POLB inh	POLK inh	12-LOX inh	ERG-DNA inh	TRHR ag	BLM helicase inh
21	CN(C)S(=O)(=O)c1ccc(NC(=O)CN2CCCC2c2ccc3c(c2)OCCCO3)cc1 (centres undefined)	9%	x	2%	x	-22%	23%	x	0.2	x
22	CCCCCCCCCn1c2c(c(=N)c3c1CCC3)CCC2	0%	-19%	10%	-3%	-18%	x	5%	-0.1	-6%
23	O=C(COC(=O)c1ccc(F)c(S(=O)(=O)N2CCOCC2)c1)NCc1ccc(Cl)cc1	15%	x	-9%	x	7%	u	-12%	x	x
24	CCCCn1c(N)c(N(CC(C)C)C(=O)c2ccc(-c3ccc(C(C)=O)cc3)o2)c(=O)[nH]c1=O	37%[activator]	x	4%	x	-6%	u	9%	-0.1	x
25	Cc1ccc(-n2c(=S)[nH]c3[nH]ncc3c2=O)cc1	-5%	0%	46%	0%	-2%	-17%	-8%	0.6	0%
26	CC(=O)NN1C(=O)/C(=C\c2ccc(Cl)cc2)SC1=S	21%	-5%	37%[activator]	10%	-7%	-15%	12%	0.2	-6%
27	CCN(C(=O)COC(=O)C1CCN(S(=O)(=O)c2ccc3c(c2)OCCO3)CC1)C1CCCCC1	-10%	x	13%	x	-15%	-10%	-2%	0.6	x
28	COc1ccccc1-c1nnc(SCc2ccccn2)n1C	7%	39%[activator]	9%[58.9 µM]	1%	-8%	-27%	-3%	-1.9	-2%
29	CC(C)(C)c1ccc(Oc2ccc(NC(=O)C3CC=CCC3C(=O)O)cc2)cc1 (centres undefined)	-1%	-19%	28%	14%	-20%	-3%	-3%	0.0	u
30	CCOC(=O)c1c(C)[nH]c2cc(Br)c(O)cc12	8%	-20%	14%	6%	-1%	4%	1%	-0.6	-1%

Remaining list, next part
item	smiles	APE1 inh	Anesthetic bind	POLI inh	POLB inh	POLK inh	12-LOX inh	ERG-DNA inh	TRHR ag	BLM helicase inh
31	Fc1ccc(C2CCCN2Cc2nc(-c3cnccn3)no2)cc1 (centres undefined)	-12%	-11%	u	27%	-13%	-6%	-4%	0.2	-4%
32	COc1ccc(-n2ccnc(SCC(=O)NC3CCCCC3)c2=O)cc1	15%	-9%	8%	-18%	9%	x	2%	-0.3	0%
33	Cc1c(C(=O)NCCc2ccc(S(N)(=O)=O)cc2)cccc1[N+](=O)[O-]	1%	-3%	9%	3%	3%	9%	-3%	0.1	1%
34	CNC(=O)CSc1nnc(COc2ccc(Cl)cc2)n1CCOC	-6%	-7%	-10%	35%	0%	10%	-6%	-0.2	1%
35	Cc1ccc(NS(=O)(=O)c2ccc3c(c2)CCCN3C(=O)C2CCC2)c(C)c1	x	-13%	13%	2%	-7%[60.1 µM]	1%	3%	-0.4	-5%
36	NC(=O)NC(=O)COC(=O)c1cccc(NS(=O)(=O)/C=C/c2ccccc2)c1	-4%	-10%	11%	-3%	0%	-9%	1%	-0.1	-2%
37	CCn1c(O)c(/C=N/N=C/c2ccc(OC)cc2)c2cc(C3=NNC(=O)CC3)ccc21	2%	2%	45%[activator]	14%	5%	-8%	4%	9.7	-1%
38	COc1ccc(OC)c(NC(=O)CSc2nccn2-c2cc(C)cc(C)c2)c1	x	48%[activator]	-5%	11%	-8%[60.1 µM]	-2%	2%	-0.6	-5%
39	CN1CCN(S(=O)(=O)c2cccc3nsnc23)CC1	17%	2%	14%	-3%	3%	29%	0%	-0.3	-6%
40	CCC(C)NC(=O)c1ccc(NC(=O)C2CCCO2)cc1 (centres undefined)	-2%	-7%	5%	3%	-10%	6%	10%	-1.2	0%

Remaining list, next part.
item	smiles	APE1 inh	Anesthetic bind	POLI inh	POLB inh	POLK inh	12-LOX inh	ERG-DNA inh	TRHR ag	BLM helicase inh
41	Cc1nc(C)c(Oc2ccc(Cl)cc2Cl)c(=O)[nH]1	3%	-1%	135%[activator]	19%	-2%	0%	39%[activator]	-1.1	-3%
42	CCN(CC)CCOC(=O)C1(c2ccc([N+](=O)[O-])cc2)CCCC1	25%	-11%[29.3 µM]	8%	x	-23%	u	-19%	-0.6	3%
43	Cc1nnsc1NC(=O)OCc1ccccc1Cl	-7%	-20%	u	9%	5%	0%	3%	-1.0	-1%
44	Cc1ccccc1NC(=O)CSC1=Nc2ccccc2C2=NC(Cc3ccccc3)C(=O)N12 (centres undefined)	x	2%	2%	0%	-5%[60.1 µM]	u	-1%	-0.8	1%
45	Cc1ccc(N(Cc2cc3ccc(C)cc3[nH]c2=O)C(=O)c2cccs2)cc1	-3%	-18%	u	-1%	12%	x	-3%	0.2	-4%
46	CCOC(=O)c1cc(C(C)=O)c(=O)[nH]c1C	-12%	-2%	13%	u	-4%	1%	3%	-0.3	-7%
47	Cc1ccccc1N(CC(=O)N1CCc2ccccc2C1)S(C)(=O)=O	13%	-5%	1%	16%	11%	-16%	-1%	0.3	-3%
48	CC(C)C(=O)N1CCN(c2ccc(NC(=O)c3ccc(Br)o3)cc2)CC1	3%	-2%	17%	4%	-16%	27%	0%	0.0	-1%
49	CC(=O)Oc1ccc(-c2cccc(C(=O)OCC(=O)N(C)c3ccccc3)c2)cc1	-12%	4%	32%	8%	-21%	10%	-3%	0.6	-11%
50	Cc1ccc(-n2c(Cc3cccn3C)nnc2SCC(=O)Nc2ccc3c(c2)OCO3)cc1	-4%	-20%	2%	0%	-3%	7%	-5%	-0.7	-5%
51	COc1ccc(C(=O)NC2CC2)cc1OC1CCN(Cc2cnn(C)c2C)CC1	11%	-7%	31%[activator]	u	-10%	232%[activator]	2%	0.8	2%
52	CCOC(=O)c1c(N)nn(C(=O)C(C)C)c1-c1ccccc1	-10%	-11%	18%	-20%	-11%	2%	8%	-0.6	-13%
